CSN deneddyl inh – blocks human CSN-mediated cullin deneddylation | inhibition, % at 12.5 µM | AID 651999 | 360,000 compounds, 0.38% hits | Purified CSN, SCF-Nedd8-OG deneddylation, fluorescence polarization;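 active = pattern-corrected inhibition above about 35%, with an unprinted fluorescence ratio check between 0.5 and 1.5, limit read from the data, passing the limit was not always enough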;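 note: 0% = enzyme with substrate and 100% = substrate without enzyme; some results filed as inactive read as strong as hits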
Target sequence (Q92905 whole entry, looked up, one chain of several): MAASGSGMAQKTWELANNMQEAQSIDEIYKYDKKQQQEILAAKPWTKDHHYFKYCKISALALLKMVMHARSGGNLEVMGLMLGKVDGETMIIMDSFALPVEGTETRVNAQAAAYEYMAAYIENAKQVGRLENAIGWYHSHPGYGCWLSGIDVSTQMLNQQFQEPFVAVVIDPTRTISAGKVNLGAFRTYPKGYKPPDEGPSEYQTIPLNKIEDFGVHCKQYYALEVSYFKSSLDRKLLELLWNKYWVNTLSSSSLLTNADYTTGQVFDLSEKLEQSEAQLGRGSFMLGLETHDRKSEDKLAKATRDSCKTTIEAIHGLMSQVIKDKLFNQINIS
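Assay system: HEK293T-derived human Csn5 enzyme; quantity: 0.24 nM enzyme; medium: Tris/NaCl/DTT buffer, pH 7.5; also added: substrate SCFSkp2-Nedd8OG, 10 nM; doses: 12.5 µM compound; schedule: 90 min reaction at room temperature; signal: FP; read-out: % inhibition of substrate cleavage by Csn5; benchmarks: substrate-only high control, full reaction low control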
STEP block – blocks human striatal-enriched tyrosine phosphatase; inhibition, % at 20 µM; 360,000 compounds, 0.25% hits; recombinant STEP, OMFP fluorogenic substrate, fluorescence;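 active = inhibition at 20 µM, scaled per plate between control wells, above about 37%, limit read from the data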;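 note: 0% = DMSO with enzyme and substrate and 100% = substrate only without enzyme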
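medium = Bis-Tris buffer pH 6.0, 2.5 mM DTT, 0.005% Tween 20 | test system = STEP (striatal-enriched tyrosine phosphatase) enzyme, cell-free | measure = normalized % inhibition | compound dosing = 20 µM, 1% DMSO | also added = 25 µM OMFP | schedule = reaction 20 min, ambient temperature | measured by = fluorescence read at 480 nm ex / 540 nm em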
DNMT1 inh – inhibitors of human DNMT1; 360,000 compounds, 0.83% hits; AID 588458; P26358; inhibition (reported as % activation of signal), % at 10 µM; DNMT1 molecular beacon, Hinp1I cleavage, fluorescence; in the data active = inhibition above about 50%
MsrA inh – inhibits bovine methionine sulfoxide reductase A. AID 651718. purified bovine MsrA, absorbance read-out. inhibition, % at 15.5 µM. 360,000 compounds, 0.75% hits; in the data active = inhibition above about 4.5%;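 note: 0% = vehicle wells with enzyme and 100% = reference inhibitor wells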
LMPTP block – LMPTP (human) inhibition. AID 651560. 360,000 compounds, 0.22% hits. P24666. inhibition, % at 20 µM. recombinant LMPTP-A, OMFP fluorogenic substrate, fluorescence intensity;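 active = compounds that cut the enzyme signal by at least half of the control window in the single-dose screen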;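 note: plate controls were DMSO wells with enzyme plus substrate for no effect and substrate without enzyme for full effect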
Target sequence (P24666 whole entry, looked up): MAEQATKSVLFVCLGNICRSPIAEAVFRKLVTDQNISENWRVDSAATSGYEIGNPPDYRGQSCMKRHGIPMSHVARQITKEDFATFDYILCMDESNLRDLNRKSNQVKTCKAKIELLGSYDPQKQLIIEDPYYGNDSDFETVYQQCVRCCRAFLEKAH
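Buffer or medium: Bis-Tris pH 6.0, DTT, detergent; Assay system: LMPTP-A enzyme; Quantity: 0.625 nM enzyme; Detection: endpoint fluorescence intensity; Times: 50 min dark incubation at room temperature; Controls: substrate-only low control, DMSO enzyme-plus-substrate high control; Doses: single 20 µM dose; Read-out: percent inhibition versus substrate-only and uninhibited controls; Reagent: 400 µM OMFP.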
Rpn11 block – Rpn11 (human) deubiquitinase inhibition. O00487. human 26S proteasome, Ub4-pepOG fluorescence polarization; 20S core pre-blocked with epoxomicin. calls only at 20 µM. 360,000 compounds, 0.59% hits;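 active = inhibition at 20 µM, scaled to each plate's controls, above about 33%, limit read from the data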
Target sequence (O00487 whole entry, looked up): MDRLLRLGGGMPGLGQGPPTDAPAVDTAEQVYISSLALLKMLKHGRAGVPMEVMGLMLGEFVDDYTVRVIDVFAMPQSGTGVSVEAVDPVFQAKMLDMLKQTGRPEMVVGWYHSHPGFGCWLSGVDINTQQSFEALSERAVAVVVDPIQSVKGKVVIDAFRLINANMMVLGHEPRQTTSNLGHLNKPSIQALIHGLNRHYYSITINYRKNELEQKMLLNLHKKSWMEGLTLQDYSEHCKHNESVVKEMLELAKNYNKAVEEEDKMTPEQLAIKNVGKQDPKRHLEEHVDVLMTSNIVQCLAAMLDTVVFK
Scp-1 inhibitor – Scp-1 (human) phosphatase inhibition; Q9GZU7; Recombinant Scp1, phosphopeptide, malachite green phosphate absorbance; inhibition, % at 20 µM; 340,000 compounds, 0.88% hits;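 active = inhibition above about 50% at 20 µM, limit read from the data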;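 note: plate controls were DMSO wells with enzyme for no effect and wells lacking enzyme for full effect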
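Times: enzyme reaction 45 min at room temperature, colour 5 min, stabilisation 30 min. Material: SCP-1 catalytic fragment, aa 76-261. Medium: Acidic Tris acetate buffer with magnesium and detergent. Signal: colorimetric free-phosphate detection, absorbance 630 nm. Read-out basis: % inhibition of SCP-1 phosphate liberation. Reagent: Phosphorylated 17-residue peptide substrate.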
TbMetRS inhib – Trypanosoma brucei MetRS inhibition; purified T. brucei MetRS, ATP depletion, Kinase-Glo luminescence; inhibition, % at 11.9 µM; 360,000 compounds, 0.4% hits;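 active = inhibition above a per-plate cutoff of the control wells' mean inhibition plus 3 SD, cut at about 5.5% in these data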;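 note: 0% = DMSO wells median and 100% = median of wells with control inhibitor compound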
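Assay system: T. brucei methionyl-tRNA synthetase, purified | Medium: HEPES buffer with MgCl2, KCl, DTT, spermine, BSA, pyrophosphatase | Compound: 11.9 µM single point | Incubation: 15 min enzyme-compound preincubation, 2 h reaction, 10 min detection, 25 °C | Measured by: Kinase-Glo luciferase luminescence reporting remaining unconsumed ATP | Measure: % inhibition normalized to control-well medians | Replication: Singlicate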
SUMO1-SIM PPI – SUMO1-SIM interaction modulation | SUMO1 binding to a labelled peptide, TR-FRET, 1 h | 360,000 compounds, 0.33% hits | P63165 | inhibition, % at 20 µM; in the data active = inhibition above about 37%
Target sequence (P63165 whole entry, looked up): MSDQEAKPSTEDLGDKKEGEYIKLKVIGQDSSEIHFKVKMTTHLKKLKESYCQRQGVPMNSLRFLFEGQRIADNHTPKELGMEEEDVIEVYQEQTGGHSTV
NadD block – blocks S. aureus nicotinate mononucleotide adenylyltransferase; 360,000 compounds, 0.78% hits; purified NadD enzyme, colorimetric absorbance read-out; AID 602399; inhibition, % at 20 µM; in the data active = inhibition above about 26%; note: some compounds past the cut are filed as inactive
* = called active by the depositor; i = inactive.

Compound	LMPTP block	Scp-1 inhibitor	SUMO1-SIM PPI	MsrA inh	STEP block	DNMT1 inh	CSN deneddyl inh	TbMetRS inhib	NadD block	Rpn11 block
CCN(CC)C(=S)Nc1ccc(OC(F)F)cc1	0.5	-6	7	-0.6	8	3	-5	0.3	7	i
NC(=O)[C@@H]1CC2(CC(c3cccc(NC(=O)CC(c4ccccc4)c4ccccc4)c3)=NO2)CN1C(=O)[C@@H]1CCC(=O)N1 (some centres undefined)	-0.3	-3	5	-0.7	0	0	-1	-0.2	-4	i
CCN=C1SC(CC(=O)NC(N)=O)C(=O)N1CC (centres undefined)	-1.5	-6	-4	-0.4	-1	3	3	0.2	0	i
CCOc1ccc(S(=O)(=O)N2CCN(Cc3ccc4c(c3)OCO4)CC2)cc1C	0.1	-1	6	0.1	-1	0	-3	-0.2	-5	i
COc1ccc(CN2CCN(C(=O)c3ccc(-c4ccccc4)cc3)CC2)c(OC)c1OC	0.1	-4	-1	0.5	4	-1	-4	-0.3	3	i
Cc1ccc2nc(-c3cccc(S(=O)(=O)N4CCCC4)c3)cn2c1	0.6	0	4	1.5	2	-1	3	0.8	-4	i
Cc1ccc(S(=O)(=O)Nc2ccc(C(=O)Nc3cc(C)on3)cc2)cc1	1.1	-4	4	1.4	-7	6	-5	-1.6	-6	i
Cc1cccc2cc3cccc(C)c3nc12	0.9	-1	-4	-0.3	-1	-1	0	-0.4	-8	i
CCOc1ccccc1N(CC(=O)NC(C)(C)C)C(=O)CCC(=O)Nc1nccs1	-0.6	-4	1	-0.5	1	1	3	1.1	2	i
O=C(/C=C/c1ccncc1)c1cc(Cl)ccc1O	-0.4	-4	-11	-0.2	-2	-24	7	0.3	15	i
O=C(N[C@H](Cc1ccc(Cl)cc1)C(=O)O)OCC1c2ccccc2-c2ccccc21	0.5	-3	10	0.5	-1	-4	0	0.0	2	i
Cn1nc(OCCOc2ccccc2)ccc1=O	1.0	0	-1	0.4	-2	4	1	-0.5	-4	i
CC1CCN(CC(=O)NC2CCCCC2)CC1	-0.6	2	3	-0.8	-3	0	3	-0.5	-6	i
CCOC(=O)c1[nH]cnc1C(=O)Nc1ccccc1OC	0.9	-5	3	2.2	0	0	-1	-0.2	-3	i
CCCn1c(NC(=S)Nc2ccccc2)nc2ccccc21	0.1	2	3	3.1	3	-4	1	-0.7	0	i
O=c1c2ccccc2nnn1CSc1nnc(-c2cccc(S(=O)(=O)N3CCCCC3)c2)o1	0.7	-11	0	0.3	-2	2	-2	-0.1	-7	i
CC(C)N(C(=O)N1CCC(c2nc(-c3ccncc3)no2)CC1)C(C)C	-0.5	0	-3	0.8	-1	0	0	0.1	-2	i
CCN1C(=O)C(CC(=O)Nc2ccc(OC)cc2)N(CCCN2CCN(c3ccc(OC)cc3)CC2)C1=S (centres undefined)	-0.1	-1	2	-0.2	0	-10	-5	-0.8	3	i
CCCN(Cc1cc2cc(C)ccc2[nH]c1=O)C(=O)c1ccccn1	0.3	-11	-2	0.1	1	1	-1	0.2	-1	i
CCn1c(=N)n(CC(O)COc2cccc(C)c2)c2ccccc21 (centres undefined)	-1.5	-7	2	0.8	0	3	4	-0.1	-10	i
Cc1nn(Cc2ccc(F)cc2)c(Cl)c1/C=N/NC(=O)c1ccccc1	-0.3	-2	3	-1.0	0	0	-2	0.9	-4	i
Cc1cc2nc3c(c(=O)n2[nH]1)CCCC3	-0.3	3	1	-0.7	-3	0	-2	0.1	2	i
O=C(COc1ccccc1)Nc1ccc(N2CCCCC2)cc1	-0.3	4	2	-0.7	-2	-8	3	0.1	-1	i
O=C(O)CCCNc1c(C(=O)Nc2ccc(Cl)cc2)cc([N+](=O)[O-])cc1[N+](=O)[O-]	-1.0	-5	-15	3.0	-1	3	9	1.6	0	i
COc1ccc(NC(=O)c2ccc(C(=O)c3ccccc3)o2)cc1	-0.9	-8	-6	0.7	2	4	-2	0.1	-7	i
CC(=O)c1ccc(OCCCC(=O)N2CCN(S(=O)(=O)c3ccc(C(C)C)cc3)CC2)cc1	1.4	-12	4	-1.3	0	0	1	-0.6	0	i
CC1CCc2ccccc2N1CC(=O)Nc1cccc(S(=O)(=O)N2CCCC2)c1 (centres undefined)	2.0	-1	4	1.3	0	-2	-2	-0.2	6	i
COc1cccc(N2CCN(CC(=O)NC3=Nc4ccccc4N=C(C)C3c3ccccc3)CC2)c1 (centres undefined)	2.6	5	1	-1.5	-2	-2	-7	-0.3	1	i
CCCc1cc(C(=O)N2CCCC(C(=O)c3cccc4ccccc34)C2)n(C)n1 (centres undefined)	1.3	-3	-5	-0.6	49*	-1	3	-0.4	-2	i
CC(C)Cc1ccc(C(C)NC(=O)c2ccc(=O)[nH]c2)cc1 (centres undefined)	-1.7	-5	7	0.3	-2	1	-5	-0.6	-7	i
Cc1cc(=O)oc2c3c(cc(OCC(=O)NCc4ccncc4)c12)OC(C)(C)CC3	0.0	-4	4	1.8	0	-5	2	0.1	0	i
COc1ccccc1N(C(=O)Cn1nnc(-c2ccc(C)o2)n1)C(C(=O)NC1CCCC1)c1ccncc1 (centres undefined)	-0.1	-3	5	0.9	4	1	5	-0.5	-2	i
Cc1ccc(S(=O)(=O)Nc2cc(-c3ccccc3)nn2C)cc1	1.2	-11	1	-1.8	0	1	5	-0.2	-3	i
CCc1ccccc1NC(=O)CNC(=O)c1ccc(-n2cncn2)c([N+](=O)[O-])c1	-0.3	-4	-37	-0.1	1	-1	7	18*	-2	i
Cc1cc(C)c(C2=Nn3c(C)nnc3SC2C)cc1C (centres undefined)	-1.1	-5	3	0.2	-2	-1	-5	0.2	1	i
COc1ccc(OC)c(CNC(=O)Cc2c(C(=O)O)[nH]c3ccccc23)c1	-0.7	-13	-2	-1.1	-1	3	-1	-0.5	-2	i
CC1=NN(C(=O)c2ccoc2C)C(O)(C(F)(F)F)C1 (centres undefined)	-0.5	-10	-4	-0.1	1	2	4	-0.3	-3	i
COc1ccc(NC(=O)c2cc(-c3ccc4c(c3)OCO4)on2)cc1	4.7	-2	-16	0.3	0	11	-4	-0.9	5	i
COc1ccc(/C=N/N=C2\SCC(=O)N2c2c(C)n(C)n(-c3ccccc3)c2=O)cc1OC	-0.9	-5	-4	5.7*	-4	7	-2	0.4	1	i
COc1ccccc1CNC(=O)CN(c1cccc([N+](=O)[O-])c1)S(C)(=O)=O	-0.9	-12	-15	0.0	0	2	-2	0.4	4	i
Cc1cccc(NC(=O)CNC(=O)COc2ccc(-c3ccc(C#N)cc3)cc2)c1C	3.5	-1	4	-0.5	1	35	6	-1.8	13	i
CC(C)(C)c1ccc(OCC(=O)Nc2cccc(S(=O)(=O)NC3=NCCCCC3)c2)cc1	0.6	2	5	0.6	3	3	1	-0.3	-4	i
COc1ccc(C(=O)c2cc([N+](=O)[O-])ccc2N2CCCC2)cc1	1.7	-10	-24	-0.3	3	-3	2	-0.6	-5	i
O=C(N1CCOCC1)C12CC3CC(C1)CC(C(=O)N1CCOCC1)(C3)C2	-1.9	-11	-1	0.6	-2	-2	0	0.0	2	i

Entries from the list above with a halogen (six):
Compound	LMPTP block	Scp-1 inhibitor	SUMO1-SIM PPI	MsrA inh	STEP block	DNMT1 inh	CSN deneddyl inh	TbMetRS inhib	NadD block	Rpn11 block
CCN(CC)C(=S)Nc1ccc(OC(F)F)cc1	0.5	-6	7	-0.6	8	3	-5	0.3	7	i
O=C(/C=C/c1ccncc1)c1cc(Cl)ccc1O	-0.4	-4	-11	-0.2	-2	-24	7	0.3	15	i
O=C(N[C@H](Cc1ccc(Cl)cc1)C(=O)O)OCC1c2ccccc2-c2ccccc21	0.5	-3	10	0.5	-1	-4	0	0.0	2	i
Cc1nn(Cc2ccc(F)cc2)c(Cl)c1/C=N/NC(=O)c1ccccc1	-0.3	-2	3	-1.0	0	0	-2	0.9	-4	i
O=C(O)CCCNc1c(C(=O)Nc2ccc(Cl)cc2)cc([N+](=O)[O-])cc1[N+](=O)[O-]	-1.0	-5	-15	3.0	-1	3	9	1.6	0	i
CC1=NN(C(=O)c2ccoc2C)C(O)(C(F)(F)F)C1 (centres undefined)	-0.5	-10	-4	-0.1	1	2	4	-0.3	-3	i

High-throughput results: PubChem, several laboratories
